KOR beta-arrestin-1: kappa opioid receptor blockers – cell-based, luminescence, uHTS (AID 1778). KOR beta-arrestin recruitment, luminescence, antagonist mode; higher % means a stronger effect. inhibition, % at 10 µM, or IC50 in µM where a hit was titrated. 290,000 compounds, 0.091% hits; in the data active means inhibition above about 50%; further: strong numbers were not always called active
NOD1 inhibition: inhibition of NOD1-driven NF-kB reporter – cell-based, luminescence, uHTS, primary screen (AID 1578); inhibition, % at 4 µM, or EC50 in µM where a hit was titrated; NOD1-driven NF-kB luciferase reporter cells, luminescence; higher % means a stronger effect; 290,000 compounds, 1% hits; in the data active means inhibition mostly above about 36%, no sharp cut-off; inactive means mostly below about 34%;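 further: HEK-293T reporter cells stimulated with the NOD1 agonist gamma-tri-DAP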
GPR35 antagonists: GPR35 antagonists blocking zaprinast-driven arrestin recruitment, primary screen, imaging, U2OS, beta-arrestin-GFP, zaprinast agonist (AID 2058); 290,000 compounds, 0.052% hits; inhibition, % at 10 µM; hits with a dose series show IC50 in µM; U2OS GPR35 beta-arrestin-GFP translocation imaging, zaprinast antagonism; higher % means a stronger effect;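 active means inhibition of at least 50% with at least 30 cells and total cytoplasm GFP at most 10,000,000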
MgcRacGAP inhibition: MgcRacGAP GTPase-activating activity inhibitors, confirmation, biochemical, ADP Hunter fluorescence; MgcRacGAP-stimulated Rac1 GTP hydrolysis, ADP Hunter fluorescence; higher % means a stronger effect; GST-tagged Rac1 F28L mutant substrate; inhibition, % at 30 µM, or IC50 in µM where a hit was titrated; 340,000 compounds, 0.6% hits;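 active means first-screen hits whose inhibition reached a set limit at any dose in the follow-up dose series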;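 further: fluorescence reports GDP produced by GAP-driven GTP hydrolysis; strong numbers were not always called active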
GPR55 antagonists: inhibition of LPI-stimulated GPR55 beta-arrestin translocation – imaging, U2OS, beta-arrestin-GFP, LPI agonist, primary screen (AID 2013); U2OS GPR55 beta-arrestin-GFP translocation imaging, LPI antagonism; higher % means a stronger effect; one-dose inhibition, % at 10 µM; IC50 in µM for titrated hits; 290,000 compounds, 0.13% hits;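 active means spots per cell inhibited over 60%, with over 100 cells counted and total cytoplasm intensity under 500,000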;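 further: U2OS cells stably carrying GPR55 and arrestin-GFP stimulated by 5 µM LPI near EC80; imaged beta-arrestin-GFP aggregate spots per cell after agonist stimulation; plate controls were LPI-stimulated DMSO wells for no effect and DMSO wells without LPI for full effect; some results filed as inactive read as strong as hits; confirmed hits need IC50 under 10 µM and bright autofluorescent wells are also inconclusive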
NTR1 agonist: NTR1-driven beta-arrestin-GFP spot formation – imaging, U2OS cells, high content, primary screen (AID 493036); agonist mode; P30989; activation, % at 20 µM; 330,000 compounds, 0.17% hits;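 active means activation at or above 40% of the spot to cytoplasm intensity ratio, with at least 20 cells analyzed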;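 further: 0% = DMSO without peptide and 100% = 100 nM NTR1 peptide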
Target sequence (P30989 whole entry, looked up): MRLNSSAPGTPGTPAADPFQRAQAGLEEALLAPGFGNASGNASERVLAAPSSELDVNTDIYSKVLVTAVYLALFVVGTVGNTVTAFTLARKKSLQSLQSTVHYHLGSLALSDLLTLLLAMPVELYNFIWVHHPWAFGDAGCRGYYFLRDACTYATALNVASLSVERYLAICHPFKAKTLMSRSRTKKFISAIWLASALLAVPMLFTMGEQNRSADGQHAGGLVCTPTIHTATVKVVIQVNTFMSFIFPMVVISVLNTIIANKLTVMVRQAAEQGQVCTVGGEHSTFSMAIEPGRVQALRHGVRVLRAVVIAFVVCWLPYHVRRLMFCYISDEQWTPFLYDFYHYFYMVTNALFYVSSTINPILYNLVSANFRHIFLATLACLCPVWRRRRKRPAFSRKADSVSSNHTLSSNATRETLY
KOR beta-arrestin-2: kappa opioid receptor activators – cell-based, luminescence, uHTS, primary screen (AID 1777). KOR beta-arrestin recruitment, luminescence; higher % means a stronger effect. one-dose activation, % at 10 µM; EC50 in µM for titrated hits. 280,000 compounds, 0.02% hits; in the data active means activation above about 50%, passing the limit was not always enough; further: a part of the inactive calls stands beside numbers as strong as those of hits
GPR55 beta-arrestin: selective activators of receptor GPR55 – imaging, U2OS cells, beta-arrestin-GFP redistribution, primary screen (AID 1961); 290,000 compounds, 0.048% hits; U2OS GPR55 beta-arrestin-GFP redistribution imaging; higher % means a stronger effect; activation, % at 10 µM, or EC50 in µM where a hit was titrated;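 active means activation above 40% with more than 50 cells counted in the well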;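 further: U2OS osteosarcoma cells stably expressing GPR55 and beta-arrestin-GFP; plate controls were DMSO negative control for no effect and LPI positive control for full effect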
UTI89 phage lysis: protection from phage-mediated lysis, alamar blue read-out – E. coli UTI89, K1F phage, bacterial capsule biogenesis inhibitors (AID 488966) | 340,000 compounds, 0.02% hits | E. coli UTI89 K1F phage lysis, alamar blue, 2 h; higher % means a stronger effect | inhibition, % at 100 µM, or IC50 in µM where a hit was titrated;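 active means phage lysis inhibition, versus mean bacterial control, above a set limit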;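 further: capsule biogenesis inhibitors block K1F phage lysis so surviving cells raise fluorescence; higher fluorescence means more inhibition of phage lysis; actives were called in the ten point dose series up to 300 µM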
NTR1 agonist cell count 20 µM: further read-out of NTR1 agonist, marked with its call; cell count; measured here: cell count, cytotoxicity flag
The depositor's hits bear a star; . = no result given; [ ] = remark or other dose.

SMILES	KOR beta-arrestin-1	NOD1 inhibition	GPR35 antagonists	MgcRacGAP inhibition	GPR55 antagonists	NTR1 agonist	NTR1 agonist cell count 20 µM	KOR beta-arrestin-2	GPR55 beta-arrestin	UTI89 phage lysis
COc1cccc(CN2CCNC(=O)C2CC(=O)N(C)Cc2nc(C)cs2)c1OC (stereo not drawn)	11%	-24%	2%	4%	1%	-0.7	37	-1.7%	-0.1%	1.5%
O=c1c2ccccc2cnn1Cc1n[nH]c(=S)n1-c1ccccc1F	14%	-3%	-11%	14%	-9%	-0.2	47	1.9%	-0.3%	2.8%
Cc1ccc(S(=O)(=O)N(C)C)cc1NC(=O)COC(=O)c1ccc2c(c1)OCCO2	0%	-26%	-6%	-4%	7%	1.2	44	6.9%	-0.1%	-0.7%
COc1ccc2[nH]c(C(=O)O)c(NS(=O)(=O)c3ccc(C)c(C)c3)c2c1	-4%	-3%	3%	-3%	4%	-0.2	74	0.7%	-0.1%	0.1%
Cc1ccc(NC(=O)c2cc(S(=O)(=O)N(C)C)ccc2N2CCCC2)cc1F	-20%	-21%	-4%	3%	9%	1.3	61	0.7%	-0.2%	0.2%
O=C(Nc1cc(S(=O)(=O)N2CCOCC2)ccc1O)c1ccco1	-8%	9%	10%	6%	10%	0.9	54	1.0%	-0.1%	4.1%
O=C(C1CCCN1S(=O)(=O)c1ccc(Br)cc1)N1CCOCC1 (stereo not drawn)	-38%[20 µM]	26%	1%	11%	4%	-0.2	92	-0.1%	-0.1%	0.2%
CCOC(=O)COn1c(=O)c(-c2ccc(Cl)cc2)[n+]([O-])c2ccccc21	2%	1%	-8%	.	16%	0.2	76	-3.6%	0.4%	-0.6%[50 µM]
CC(OC(=O)c1ccc(NS(=O)(=O)c2cccs2)cc1)C(=O)N(C)C1CCCCC1 (stereo not drawn)	-1%	-8%	-7%	9%	-3%	4.1	77	-1.8%	-0.2%	0.2%
O=C(NCc1ccccc1)c1ccc(CN2CCOCC2)cc1	41%	-4%	6%	14%	10%	-0.7	44	1.5%	-0.2%	1.4%
O=C(CSc1nnc2ccccn12)Nc1nsc(-c2ccccc2)n1	-1%	-38%	0%	9%	6%	3.7	75	1.0%	-0.2%	5.0%
Cc1ccccc1C(=O)c1cccn1CC(=O)NCCCN1CCCCC1	-10%	-9%	-3%	-13%	19%	-1.6	44	3.9%	-0.3%	-0.2%
Cc1cccn2c(=O)c(C=O)c(Sc3ncccn3)nc12	-6%	-23%	8%	7%	6%	-1.3	36	-1.9%	0.8%	-0.4%
CC(C)(C)OC(=O)N[C@@H](Cc1ccccc1)[C@H](O)c1ccco1	4%	-1%	-12%	15%	-10%	-1.3	46	0.9%	0.0%	0.7%
CN(C)C(/C=C/Nc1ccc(F)cc1)=C(C#N)C#N	-8%	3%	-7%	1%	19%	0.9	45	-2.1%	-0.2%	2.3%
Cc1cc(NC(=O)/C=C/c2ccc(F)cc2)n(-c2nc3ccccc3[nH]2)n1	-6%	.	-7%	5%	15%	15	82	-2.0%	-0.3%	2.4%[50 µM]
COc1ccc(C(=O)n2c(N)nc3ccccc32)cc1OC	-22%[20 µM]	-61%	15%	8%	6%	0.0	57	1.5%	0.0%	-0.1%
O=C(NC1CCCc2c1cnn2-c1cc(F)cc(F)c1)c1ccccn1 (stereo not drawn)	-4%	-18%	-1%	4%	6%	-0.4	92	2.4%	-0.1%	-0.5%[50 µM]
Cc1ccnc(NC(=S)NC(=O)c2cncc(Br)c2)c1	21%	-22%	-2%	5%	10%	-0.8	54	6.4%	-0.3%	2.6%
CCOc1ccccc1OCCCC(=O)Nc1nc2ccccc2[nH]1	-17%	-22%	0%	3%	2%	-0.6	70	3.9%	-0.3%	2.4%
Cc1ccc2nc(NCc3ccccc3)c(C=O)c(=O)n2c1	-25%	2%	6%	-6%	7%	0.7	76	7.8%	-0.2%	0.3%
O=C(NCCN1CCN(C(=O)c2cccc(Br)c2)CC1)C(=O)Nc1ccc(Br)cc1	-12%	-14%	16%	4%	8%	0.9	59	1.4%	-0.1%	0.0%
COCc1nnc(NC(=O)c2ccc(S(=O)(=O)N(C)c3ccccc3)cc2)o1	28%	-16%	-2%	4%	1%	-0.3	86	-4.3%	-0.3%	-1.4%
Cc1ccc(CC(=O)NCCCc2ccccc2)cc1	12%	-22%	22%	8%	4%	-4.2	74	-5.0%	-0.1%	1.6%
CC(NC(=O)c1cccc(C(F)(F)F)c1)C(c1ccccc1)N1CCOCC1 (stereo not drawn)	-12%	-21%	-3%	2%	4%	0.3	39	-5.9%	0.8%	-1.7%
COc1ccc(CC2(CO)CCN(Cc3ccncc3)CC2)cc1	10%[20 µM]	-22%	-8%	3%	1%	4.5	62	-4.0%	-0.1%	0.3%
CCOc1ccc(S(=O)(=O)N(C)c2ccc(OCC(=O)NCCc3ccc(OC)cc3)cc2)cc1	18%	-14%	-6%	12%	0%	2.0	55	4.2%	-0.1%	0.0%
COc1ccc(N2CCN(C(=O)CCNS(=O)(=O)c3ccc(Br)s3)CC2)cc1	16%	-5%	-2%	16%	2%	-0.3	54	-0.4%	-0.1%	0.1%
COc1ccc(NC(=O)N(Cc2cc3cc(OC)c(OC)cc3[nH]c2=O)CC2CCCO2)cc1 (stereo not drawn)	-23%	-43%	0%	2%	5%	-1.4	34	-6.2%	-0.1%	0.0%
COc1cccc(CN2CC(C(=O)N(C)CC3CCOCC3)CCC2=O)c1 (stereo not drawn)	-33%	20%	-8%	3%	-13%	0.4	59	12%	-0.1%	0.3%
CCCSc1nc(C)c(CC(=O)OCC)c(=O)[nH]1	-107%	12%	17%	6%	-9%	0.6	67	-3.9%	0.0%	0.0%
CCN(CC)S(=O)(=O)N1CCC(C(=O)NC(C)CCc2ccccc2)CC1 (stereo not drawn)	-18%	.	14%	-2%	9%	0.7	89	2.7%	-0.1%	0.9%
CC(=O)Oc1ccc(-c2nc(-c3cccnc3)no2)cc1	15%	-11%	16%	13%	-6%	-0.2	53	-2.4%	0.1%	0.6%
CCC(=O)N1CCc2cc(Br)cc(S(=O)(=O)CCC(=O)NCc3ccco3)c21	-25%	-31%	-1%	9%	0%	-1.5	65	1.9%	-0.1%	0.2%
Cn1c(=O)c2c(nc(N3CCOCC3)n2CCSc2ncccn2)n(C)c1=O	11%	-25%	-3%	-3%	-8%	0.5	82	-0.2%	0.2%	-0.2%
Cc1nc2sc3c(c2c(=O)o1)CC(C)(C)OC3	24%	3%	14%	5%	6%	0.9	53	-4.2%	-0.2%	1.3%
CCN1CCN(C(=O)CN2C(=O)c3cccc4cccc2c34)CC1	-4%	-48%	2%	9%	-2%	-1.1	50	-5.6%	-0.2%	0.6%
COC(=O)C1CCN(C(=O)COC(=O)COc2ccc(C#N)cc2)CC1	-2%	-4%	4%	6%	6%	1.7	68	-4.9%	-0.4%	0.5%
CCn1c(COc2ccc(C)cc2)nc2ccccc21	-5%	-40%	14%	7%	-13%	-0.4	61	-3.0%	-0.1%	0.5%
Cc1ccc(N2C(=O)N3[C@H](c4ccc(Cl)cc4)[C@@H]4C(=O)N(C5CCCCC5)C(=O)[C@@H]4[C@]3(Cc3ccccc3)C2=O)cc1	-29%[20 µM]	-2%	-8%	3%	1%	0.3	49	-0.9%	-0.2%	0.8%
COc1ccc(CN(C(=O)c2cccs2)c2nccs2)cc1OC	16%	-22%	-15%	-1%	0%	-1.4	84	-0.9%	0.2%	0.2%
COc1ncnc2c1N=C1CC(C)(C)CC(N)=C1S2	2%	-1%	-6%	16%	9%	0.6	72	0.0%	0.2%	0.8%
O=C(Cc1ccccc1)c1c[nH]c(C(=O)NCCCN2CCOCC2)c1	8%	-14%	-1%	-1%	6%	-0.2	48	-2.5%	-0.4%	-0.4%

Profiles, looked up by structure. Screens in order: KOR beta-arrestin-1	NOD1 inhibition	GPR35 antagonists	MgcRacGAP inhibition	GPR55 antagonists	NTR1 agonist	NTR1 agonist cell count 20 µM	KOR beta-arrestin-2	GPR55 beta-arrestin	UTI89 phage lysis
COCc1nnc(NC(=O)c2ccc(S(=O)(=O)N(C)c3ccccc3)cc2)o1 reads 28%	-16%	-2%	4%	1%	-0.3	86	-4.3%	-0.3%	-1.4%
CC(NC(=O)c1cccc(C(F)(F)F)c1)C(c1ccccc1)N1CCOCC1 (stereo not drawn) reads -12%	-21%	-3%	2%	4%	0.3	39	-5.9%	0.8%	-1.7%

Shown with values under each structure: seven of the compounds above.
Value order: KOR beta-arrestin-1	NOD1 inhibition	GPR35 antagonists	MgcRacGAP inhibition	GPR55 antagonists	NTR1 agonist	NTR1 agonist cell count 20 µM	KOR beta-arrestin-2	GPR55 beta-arrestin	UTI89 phage lysis
> O=C(NCCN1CCN(C(=O)c2cccc(Br)c2)CC1)C(=O)Nc1ccc(Br)cc1
 : -12%	-14%	16%	4%	8%	0.9	59	1.4%	-0.1%	0.0%
> COCc1nnc(NC(=O)c2ccc(S(=O)(=O)N(C)c3ccccc3)cc2)o1
 : 28%	-16%	-2%	4%	1%	-0.3	86	-4.3%	-0.3%	-1.4%
> Cc1ccc(CC(=O)NCCCc2ccccc2)cc1
 : 12%	-22%	22%	8%	4%	-4.2	74	-5.0%	-0.1%	1.6%
> CC(NC(=O)c1cccc(C(F)(F)F)c1)C(c1ccccc1)N1CCOCC1 (stereo not drawn)
 : -12%	-21%	-3%	2%	4%	0.3	39	-5.9%	0.8%	-1.7%
> COc1ccc(CC2(CO)CCN(Cc3ccncc3)CC2)cc1
 : 10%[20 µM]	-22%	-8%	3%	1%	4.5	62	-4.0%	-0.1%	0.3%
> CCOc1ccc(S(=O)(=O)N(C)c2ccc(OCC(=O)NCCc3ccc(OC)cc3)cc2)cc1
 : 18%	-14%	-6%	12%	0%	2.0	55	4.2%	-0.1%	0.0%
> COc1ccc(N2CCN(C(=O)CCNS(=O)(=O)c3ccc(Br)s3)CC2)cc1
 : 16%	-5%	-2%	16%	2%	-0.3	54	-0.4%	-0.1%	0.1%

Among those listed so far, these contain a cyano group.
SMILES	KOR beta-arrestin-1	NOD1 inhibition	GPR35 antagonists	MgcRacGAP inhibition	GPR55 antagonists	NTR1 agonist	NTR1 agonist cell count 20 µM	KOR beta-arrestin-2	GPR55 beta-arrestin	UTI89 phage lysis
CN(C)C(/C=C/Nc1ccc(F)cc1)=C(C#N)C#N	-8%	3%	-7%	1%	19%	0.9	45	-2.1%	-0.2%	2.3%
COC(=O)C1CCN(C(=O)COC(=O)COc2ccc(C#N)cc2)CC1	-2%	-4%	4%	6%	6%	1.7	68	-4.9%	-0.4%	0.5%

Source: PubChem BioAssay (several laboratories)

Not all compounds are listed; count on the stated rates, not on these rows.
